High-throughput results: PubChem, several laboratories
bIAP activator = bovine intestinal alkaline phosphatase activators, primary screen, biochemical, bovine IAP, CDP-star luminescence. alkaline phosphatase, intestinal [Bos taurus]. purified bovine IAP, 30 min; active compounds read high; fold of DMSO-control signal, blank-subtracted. activation factor at 20 µM. hit rate 0.17% among 200,000;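 active = activation factor of 2 or more at 20 µM, a signal rise over negative controls twice the positive control's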
TNAP act hiacc = TNAP activators at high phosphate acceptor level, primary screen, biochemical, luminescence, uHTS; purified TNAP, CDP-star luminescence, 1 M DEA, 30 min; active compounds read high; 0 = EDTA background, 1 = DMSO-only activity; activation factor at 20 µM; 200,000 tested, under 10 active; AID 1136, 2008;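 active = activation factor at least 2 at 20 µM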
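Dosing: 20 µM single point. System: human TNAP. Amount: TNAP 1/800 final. Incubation: 30 min, room temperature. Read-out: TNAP activation factor scaled between EDTA and DMSO control wells. Signal: luminescence from CDP-star hydrolysis. Medium: 1 M DEA, pH 9.8, Mg2+, Zn2+. Control set: EDTA negative control, DMSO positive control.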
STAT1 inh = STAT1 signaling inhibitors, primary screen, cell-based, HTS, luciferase reporter; inhibition, % at 5.5 µM; AID 920, 2007; NIH 3T3 STAT1-luciferase reporter, IFN-gamma, luminescence; hit rate 0.35% among 200,000;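 active = inhibition above a set limit, the mean inhibition across all tested compounds plus 3 SD, cut at about 34% in these data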;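 note: 0% = IFN-gamma with DMSO and 100% = IFN-gamma with 300 µM nifuroxazide; values of inactives mirror those of a sister screen read the other way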
STAT3 blocker = IL-6 driven STAT3 reporter inhibitors, primary screen, U3A cells, luciferase, luminescence, MLSCN library | hit rate 0.89% among 190,000 | inhibition, % at 5.5 µM | IL-6 STAT3-luciferase reporter; host cell line lacks STAT1 | AID 862, 2007;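 active = inhibition above the mean inhibition across all screened compounds plus 3 SD, cut at about 44% in these data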;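 note: 0% = DMSO only wells and 100% = 100 µM nifuroxazide control wells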
ROMK mod = ROMK potassium channel modulators, primary screen, cell-based, thallium flux, MLSMR library; Tet-inducible ROMK, thallium flux fluorescence; actives lie on both sides; B-score at 10 µM; hit rate 2% among 130,000; AID 1918, 2009;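 active = signal ratio slope over the read window, or its plate-corrected B-score, at least 3 SD from the plate mean, either direction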;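 note: B-score of the F/F0 ratio slope over 7 to 12 s after thallium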
Target sequence (P48048 whole entry, looked up): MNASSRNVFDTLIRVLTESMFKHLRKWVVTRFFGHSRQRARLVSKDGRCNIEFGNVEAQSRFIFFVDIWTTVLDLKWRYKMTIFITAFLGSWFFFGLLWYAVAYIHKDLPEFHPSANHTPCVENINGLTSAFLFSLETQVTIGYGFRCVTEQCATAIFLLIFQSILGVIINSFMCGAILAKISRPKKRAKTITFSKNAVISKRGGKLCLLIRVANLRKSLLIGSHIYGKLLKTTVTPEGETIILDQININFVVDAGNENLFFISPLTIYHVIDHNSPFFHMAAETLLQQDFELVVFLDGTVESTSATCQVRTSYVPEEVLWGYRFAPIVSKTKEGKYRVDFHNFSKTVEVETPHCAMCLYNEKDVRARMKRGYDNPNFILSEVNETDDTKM
SRC2 TRFRET art = TR-FRET signal artefacts, primary screen, artefact control for PPARgamma SRC-2 agonist project, biochemical | TR-FRET artefact counter-screen; active compounds read high | AID 1049, 2008 | hit rate 0.4% among 200,000 | TR-FRET ratio at 8 µM; in the data active = TR-FRET ratio above about 2000; note: inactives centre near 1500
bIAP inh = bovine intestinal alkaline phosphatase inhibitors, primary screen, selectivity assay for TNAP inhibitor project, biochemical, bovine IAP, CDP-star luminescence; alkaline phosphatase, intestinal [Bos taurus]; purified bovine IAP, 30 min; inhibition, % at 20 µM; 190,000 tested, under 10 active; AID 1019, 2008;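 active = over 50% inhibition of intestinal alkaline phosphatase at 20 µM in the single-dose screen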
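Assay system: bovine IAP enzyme; medium: DEA buffer 100 mM, pH 9.8, with MgCl2 1.0 mM, ZnCl2 0.02 mM; doses: 20 µM single dose; incubation: enzyme reaction for 30 min at room temperature; detection: CDP-star luminescence signal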
PPARg SRC1 recr = PPARgamma agonists recruiting SRC-1 coactivator, primary screen, biochemical | hit rate 0.41% among 200,000 | Peroxisome proliferator-activated receptor gamma (Homo sapiens), P37231 | activation, % at 8 µM | PPARgamma-SRC-1 coactivator recruitment biochemical assay | AID 631, 2007; in the data active = activation above about 19%;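 note: 0% = DMSO and 100% = reference agonist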
Target sequence (P37231 whole entry, looked up): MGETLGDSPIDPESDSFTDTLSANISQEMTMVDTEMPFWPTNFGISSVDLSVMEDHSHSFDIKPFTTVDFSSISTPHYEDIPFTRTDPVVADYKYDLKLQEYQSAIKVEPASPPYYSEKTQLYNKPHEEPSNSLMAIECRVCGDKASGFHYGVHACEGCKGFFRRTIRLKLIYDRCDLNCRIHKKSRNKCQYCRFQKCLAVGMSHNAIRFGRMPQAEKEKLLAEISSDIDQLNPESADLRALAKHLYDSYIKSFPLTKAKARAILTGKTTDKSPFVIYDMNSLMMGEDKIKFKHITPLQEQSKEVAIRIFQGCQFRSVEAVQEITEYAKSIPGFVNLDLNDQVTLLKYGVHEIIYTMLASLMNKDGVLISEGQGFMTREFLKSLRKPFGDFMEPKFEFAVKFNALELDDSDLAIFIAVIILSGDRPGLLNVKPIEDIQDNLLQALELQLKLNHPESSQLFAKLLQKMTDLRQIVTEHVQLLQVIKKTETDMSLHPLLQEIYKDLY
PPARg SRC-2 ag = agonists of PPARg-SRC-2 recruitment, primary screen, biochemical, HTS; Peroxisome proliferator-activated receptor gamma (Homo sapiens), P37231; PPARgamma LBD-SRC-2 recruitment; activation, % at 8 µM; hit rate 0.34% among 200,000; AID 1032, 2008; in the data active = activation above about 22%;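 note: 0% = vehicle and 100% = reference agonist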
STAT3 act = IL-6 driven STAT3 reporter potentiators, primary screen, U3A cells, luciferase, luminescence, MLSCN library | hit rate 0.91% among 190,000 | IL-6 STAT3-luciferase reporter; 100% = signal with IL-6 EC80 alone | activation (% of control), % at 5.6 µM;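 active = activation above the screen-wide mean of compound activation plus 3 SD, cut at about 130% in these data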;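 note: 0% = background luminescence of wells with medium and substrate only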
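Material: human U3A cells carrying STAT3-luciferase construct. Measured by: reporter luminescence signal. Timing: compound 1 h, then IL-6 6 h at 37 °C.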
PPARg SRC-3 ag = PPARgamma agonists recruiting SRC-3 coactivator, primary screen, biochemical. biochemical PPARgamma/SRC-3 coactivator recruitment assay. activation, % at 8 µM. Peroxisome proliferator-activated receptor gamma (Homo sapiens), P37231. hit rate 0.26% among 200,000; in the data active = activation above about 23%;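 note: 0% = DMSO and 100% = reference agonist; some compounds past the cut are filed as inactive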
Starred values were filed as active, the others as inactive; . = not tested or not shown.

(1) CC(C)OC(=O)c1cc(C(=O)c2cc(F)ccc2O)coc1=N
(2) COc1ccc(C(C(=O)NC2CCCC2)N(C(=O)c2ccoc2C)c2ccccc2)cc1 (centres undefined)
(3) COc1ccc(Cc2nnc(NC(=O)CSc3ccc(Cl)cc3)s2)cc1OC
(4) Cc1snc(S(=O)(=O)/C(C#N)=N/Nc2ccc(C(F)(F)F)cc2)c1C#N
(5) CC(=O)c1ccc(NC(=O)COC(=O)c2nc(Cl)ccc2Cl)cc1
(6) O=S(=O)(c1ccccc1)c1cnc(-c2cccnc2)nc1-c1ccccc1
(7) CCOc1ccc(C(=O)N(Cc2ccc(N(C)C)cc2)C2CCS(=O)(=O)C2)cc1 (centres undefined)
(8) CCOc1ccc(OCc2ccc(C(=O)N3CCOCC3)cc2)cc1
assay / entry	1	2	3	4	5	6	7	8
STAT3 blocker	6	-6	12	-33	4	4	-1	4
TNAP act hiacc	1	1	1	0.9	1	1	1.1	1
PPARg SRC-3 ag	2	-4	-3	-7	2	4	-8	9
SRC2 TRFRET art	1426	1359	1535	1494	1849	1512	1266	1654
STAT3 act	93	109	86	129	103	101	102	99
bIAP activator	1	1.3	0.9	0.9	1.2	1	1	1
PPARg SRC-2 ag	-8	-8	-1	-2	-4	7	4	8
PPARg SRC1 recr	1	-3	0	-2	3	0	-2	-2
STAT1 inh	-8	1	-5	7	-2	5	-3	-11
bIAP inh	-3	-33	6	9	-20	5	2	-1
ROMK mod	-1.1	-1.2	.	3.8*	0.43	.	.	-0.096

Random excerpt: two entries already listed, in no set order.
(7) CCOc1ccc(C(=O)N(Cc2ccc(N(C)C)cc2)C2CCS(=O)(=O)C2)cc1 (centres undefined)
(5) CC(=O)c1ccc(NC(=O)COC(=O)c2nc(Cl)ccc2Cl)cc1
assay / entry	7	5
STAT3 blocker	-1	4
TNAP act hiacc	1.1	1
PPARg SRC-3 ag	-8	2
SRC2 TRFRET art	1266	1849
STAT3 act	102	103
bIAP activator	1	1.2
PPARg SRC-2 ag	4	-4
PPARg SRC1 recr	-2	3
STAT1 inh	-3	-2
bIAP inh	2	-20
ROMK mod	.	0.43

(listing goes on)
(9) Cc1cc(C)c(S(N)(=O)=O)c(C)c1-n1cnnn1
(10) COc1ccc(-c2nnc3n2N=C(c2cccc(Br)c2)CS3)cc1OC
(11) O=C1CC(SC(=Nc2ccccc2)Nc2ccccc2)C(=O)N1c1cccc(Cl)c1 (centres undefined)
(12) COc1cc2c(cc1OC)CN(c1nc(-c3cccnc3)nc3ccccc13)CC2
(13) O=C(NCc1ccc(F)cc1)c1cc2ccccn2n1
(14) CCCCCOc1ccc(C(=O)OCC(=O)Nc2cc(C)c(C)cc2[N+](=O)[O-])cc1
(15) CC1=C(c2ccccc2)[N+](=O)C2(CCCC2)N1[O-]
(16) CCOc1ccc(NC(=O)CN2C(=O)NC(CCSC)C2=O)cc1 (centres undefined)
assay / entry	9	10	11	12	13	14	15	16
STAT3 blocker	6	4	3	21	4	-5	6	-4
TNAP act hiacc	0.7	1	1	1	1	1	1.1	1
PPARg SRC-3 ag	-1	6	-6	3	5	-1	4	5
SRC2 TRFRET art	1636	1707	1567	1755	1499	1459	1684	1482
STAT3 act	100	100	108	88	97	102	99	108
bIAP activator	0.8	0.8	1	1.1	1	1.1	0.9	1
PPARg SRC-2 ag	-3	-3	-5	2	1	3	0	11
PPARg SRC1 recr	-4	-3	-11	10	3	2	-1	10
STAT1 inh	-9	-8	-4	17	4	6	-1	-7
bIAP inh	15	15	-3	-12	4	-12	10	-2
ROMK mod	.	-0.083	.	-0.16	.	0.2	.	0.54

With a hit mark in ROMK mod, of those listed so far:
entry | mol | TNAP act hiacc | STAT3 act | bIAP activator | STAT1 inh | bIAP inh | ROMK mod
4 | Cc1snc(S(=O)(=O)/C(C#N)=N/Nc2ccc(C(F)(F)F)cc2)c1C#N | 0.9 | 129 | 0.9 | 7 | 9 | 3.8*

(cont.)
(17) COc1ccccc1C(=O)Nc1ccc2nc(SCC(=O)N(C)C)sc2c1
(18) O=C(Nc1ccc(Br)cc1F)c1cccnc1
(19) CN(Cc1nc(-c2cccnc2)no1)S(=O)(=O)c1ccc2ccccc2c1
(20) COc1cccc(C(C(=O)NCc2ccco2)N(Cc2ccco2)C(=O)Cn2nnc3ccccc32)c1 (centres undefined)
(21) O=C(NCc1nc(-c2ccccc2)no1)Nc1ccc(F)cc1
(22) O=C(CSc1ccc(-c2ccco2)nn1)c1ccccc1
(23) O=C(Nc1nc(-c2cccs2)cs1)c1ccc(Cl)s1
(24) O=C(Nc1ccc(-c2nc3ccccc3[nH]2)cc1)c1c(F)c(F)c(F)c(F)c1F
assay / entry	17	18	19	20	21	22	23	24
STAT3 blocker	20	18	0	-1	5	-16	2	21
TNAP act hiacc	1	1	1	1	1	1	1	1
PPARg SRC-3 ag	-1	4	-1	1	0	3	-1	3
SRC2 TRFRET art	1597	1588	1419	1439	1375	1469	1469	1443
STAT3 act	86	87	102	104	100	109	99	87
bIAP activator	0.9	0.8	1	1.2	0.9	0.9	1.2	0.9
PPARg SRC-2 ag	3	-5	1	-6	-7	2	-7	2
PPARg SRC1 recr	10	5	-2	-6	1	0	-1	-2
STAT1 inh	-5	-10	-1	-4	0	-2	-7	7
bIAP inh	8	24	4	-22	6	10	-15	6
ROMK mod	0.41	.	-0.2	.	-0.19	.	.	0.28

Another view of part of the listing above:
no.	mol	STAT3 blocker	TNAP act hiacc	PPARg SRC-3 ag	SRC2 TRFRET art	STAT3 act	bIAP activator	PPARg SRC-2 ag	PPARg SRC1 recr	STAT1 inh	bIAP inh	ROMK mod
23	O=C(Nc1nc(-c2cccs2)cs1)c1ccc(Cl)s1	2	1	-1	1469	99	1.2	-7	-1	-7	-15	.
17	COc1ccccc1C(=O)Nc1ccc2nc(SCC(=O)N(C)C)sc2c1	20	1	-1	1597	86	0.9	3	10	-5	8	0.41
20	COc1cccc(C(C(=O)NCc2ccco2)N(Cc2ccco2)C(=O)Cn2nnc3ccccc32)c1 (centres undefined)	-1	1	1	1439	104	1.2	-6	-6	-4	-22	.
19	CN(Cc1nc(-c2cccnc2)no1)S(=O)(=O)c1ccc2ccccc2c1	0	1	-1	1419	102	1	1	-2	-1	4	-0.2
24	O=C(Nc1ccc(-c2nc3ccccc3[nH]2)cc1)c1c(F)c(F)c(F)c(F)c1F	21	1	3	1443	87	0.9	2	-2	7	6	0.28
22	O=C(CSc1ccc(-c2ccco2)nn1)c1ccccc1	-16	1	3	1469	109	0.9	2	0	-2	10	.
21	O=C(NCc1nc(-c2ccccc2)no1)Nc1ccc(F)cc1	5	1	0	1375	100	0.9	-7	1	0	6	-0.19

Next part.
(25) CCCNC(=O)Cc1c(OC)ccc2cc(Br)ccc12
(26) Cc1ccc2c(=O)oc(N(C)C)nc2c1
(27) COC(=O)c1cc2n(n1)CCN(Cc1ccccc1F)C2=O
(28) COc1cccc(NC(=O)CCN2CCN(C)CC2)c1
(29) CC(=O)C1=C(C)NC(SCC(=O)c2ccc(F)cc2)=C(C#N)C1CC(C)C (centres undefined)
(30) COc1ccc(Br)cc1/C=N/NC(=O)c1ccc(OC)c(OC)c1
(31) O=C(COC(=O)CCSc1ccccc1)NCc1ccccc1
(32) COc1cccc(C(=O)N2CCN(C3CCN(Cc4ccccc4)CC3)CC2)c1
assay / entry	25	26	27	28	29	30	31	32
STAT3 blocker	-1	-6	3	2	29	18	6	2
TNAP act hiacc	1	1.1	1	1	1	1	1	1
PPARg SRC-3 ag	13	0	-6	0	3	3	1	5
SRC2 TRFRET art	1855	1447	1308	1506	1553	1433	1559	1455
STAT3 act	103	107	103	101	81	88	98	99
bIAP activator	1	0.9	1.1	0.9	1	1.1	1	1
PPARg SRC-2 ag	9	-7	-7	6	10	6	5	-3
PPARg SRC1 recr	16	-2	2	4	-2	1	3	-1
STAT1 inh	-2	7	10	-1	-9	3	-4	5
bIAP inh	3	7	-9	9	-3	-7	4	-2
ROMK mod	.	2.4*	.	.	-1.2	0.95	-0.035	-0.85

(33) CCNc1sc(C(=O)c2cccs2)c(N)c1-c1nc2ccccc2s1
(34) O=c1c2ccccc2[nH]c(=S)n1Cc1cccnc1
(35) Cn1cc2ccc(N)cc2n1
(36) O=C(NC(O)C(=O)c1ccccc1)c1cccs1 (centres undefined)
(37) CCOC(=O)C1CCN(C(=O)c2ccccc2NC(=O)c2ccc(Br)cc2)CC1
(38) Cc1ccc(Sc2c(C)[nH]n(C(C)(C)C)c2=O)cc1
(39) Cc1ccc(NC2c3ncccc3C(=O)N2Cc2ccco2)c(C)c1 (centres undefined)
(40) O=C(c1cc2nc(-c3ccc(Cl)cc3)cc(C(F)(F)F)n2n1)N1CCOCC1
(41) CCOC(=O)c1cc2c(=O)n3ccccc3nc2n(C(C)C)c1=NC(=O)c1c(-c2ccccc2Cl)noc1C
assay / entry	33	34	35	36	37	38	39	40	41
STAT3 blocker	-14	10	1	15	6	7	-12	6	10
TNAP act hiacc	0.9	1.1	1	1.1	1	1.1	1	1.1	1
PPARg SRC-3 ag	-7	-3	0	-10	3	0	4	0	6
SRC2 TRFRET art	1487	1374	1631	1515	1695	1392	1421	1477	1728
STAT3 act	116	97	106	94	94	96	111	96	101
bIAP activator	0.6	0.9	1	0.9	0.9	1	1	1	1
PPARg SRC-2 ag	0	3	4	-9	10	-8	-5	-3	6
PPARg SRC1 recr	0	9	5	10	4	-6	-5	10	4
STAT1 inh	-6	-1	-1	-8	1	-6	-6	-4	-6
bIAP inh	40	14	3	8	6	0	-4	-2	2
ROMK mod	.	-0.83	1.4	.	.	1.6	-0.77	0.57	0.67
